# Screening data deposited in PubChem by National Center for Advancing Translational Sciences (NCATS).
# S3 lipid droplet: qHTS Assay for Lipid Storage Modulators in Drosophila S3 Cells. Drosophila S3 cells, BODIPY lipid droplet fluorescence, 18-24 h; cells fed with added oleic acid. lipid storage change, negative = inhibition, % at the top dose, mostly 46.1 µM; hits show Potency in µM. hit rate 0.64% among 320,000. AID 2685; active means well fitted inhibition curve with a large enough effect in the signal ratio, with a control signal flat, not every such curve was filed as active; inconclusive means small, poorly fitted or top-dose-only effect, or effect the other way, or a change in a side signal; the % refers to the signal ratio
#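 Drosophila S3 cells loaded with oleic acid (400 uM, as added) and compounds at several concentrations; lipid droplets imaged by 488-nm laser-scanning cytometry, 500–530 nm intensity and object ratio to cell channel. Percent activity normalized to 20 uM Triacsin C.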
# S3 lipid droplet cell count max: further read-out of S3 lipid droplet, marked with its call; cell number change, %; measured here: cell count max response;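 cells counted by Cell Tracker Red CMTPX staining in the red channel; peak over a dose series mostly up to 46.1 µM; percent activity relative to internal control wells on each plate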
# An asterisk follows results filed as active; i = inactive; ? = inconclusive; nt = no result given; [ ] = dose if it differs, or a comment. On the % scale 0 is the no-effect control and ±100 the full control effect; potency means the concentration at half of the fitted maximal effect. An excerpt. The share of hits here may be higher or lower than overall.
# Value order – S3 lipid droplet	S3 lipid droplet cell count max
- Cn1nc(C(F)(F)F)c(-c2cccc(C(F)(F)F)c2)c1NC(=O)CSCC(=O)O
  -7%	10
- CC(C)(C)c1ccc(/C=N/NC(=O)CN2CCS(=O)(=O)CC2)cc1
  24%	nt
- Cc1ccsc1/C=N/NC(=O)c1nnn(-c2nonc2N)c1CN(C)c1ccccc1
  ?	nt
- Cc1cc(C)cc(NC(=O)CN2CCC(C(=O)c3ccccc3)CC2)c1
  ?	nt
- COc1ccc(CCNC(=O)C(=O)NCC2OCCN2S(=O)(=O)c2ccc(C)cc2)cc1 (stereo not given)
  ?	nt
- CCOC(=O)c1ccc(NC(=O)c2cccc(S(=O)(=O)N3CCN(C(C)=O)CC3)c2)cc1
  ?	nt
- COc1cc(/C=C2\NC(=S)N(C)C2=O)ccc1O
  15%[9.22 µM]	29
- CNC(=O)c1c(NC(=O)CCS(=O)(=O)c2ccccc2)sc(C)c1C
  ?	nt
- Cc1cc(F)ccc1NS(=O)(=O)c1c(C(=O)N2CCOCC2)c(C)n(C)c1C
  ?	nt
- COc1ccc(CCN2C(=O)C(Oc3ccccc3)C2c2ccc3c(c2)OCO3)cc1 (stereo not given)
  ?	nt
- COc1ccccc1N(C)S(=O)(=O)c1ccc(C(=O)Nc2ccncc2)cc1
  ?	nt
- O=C(c1ccco1)N1CCN(C/C=C/c2ccccc2)CC1
  11%	3
- O=C(CCC1CCCN(C(=O)c2ccoc2)C1)NCc1ccc(F)c(F)c1 (stereo not given)
  ?	nt
- COc1cccc(-n2nnc3c(=O)n(Cc4cccc(C)c4)cnc32)c1
  ?	nt
- Cc1cccc(NS(=O)(=O)c2ccc(C)c(C(=O)NCc3ccncc3)c2)c1
  ?	nt

# Single records (already shown).
# COc1ccc(CCN2C(=O)C(Oc3ccccc3)C2c2ccc3c(c2)OCO3)cc1 (stereo not given) is listed as S3 lipid droplet: ?; S3 lipid droplet cell count max: nt
# O=C(CCC1CCCN(C(=O)c2ccoc2)C1)NCc1ccc(F)c(F)c1 (stereo not given) is listed as S3 lipid droplet: ?; S3 lipid droplet cell count max: nt

# The list goes on:
# Value order – S3 lipid droplet	S3 lipid droplet cell count max
- CC1(C)N=C(c2cccs2)C(C)(C)N1O
  ?	nt
- Cn1nnnc1SCCNCc1cccnc1
  0%	4
- O=C(c1ccc(-n2c(SCc3cccc(F)c3)nc3ccccc3c2=O)cc1)N1CCOCC1
  ?	nt
- c1ccc(C2NCCc3ccccc32)cc1 (stereo not given)
  3%	2
- O=C1CCC(C(=O)OCC(=O)N2N=C3/C(=C/c4ccccc4)CCCC3C2c2ccccc2)N1 (stereo not given)
  ?	nt
- COc1ccc(CC(=O)NNC(=O)c2ccc(NC(C)=O)cc2)cc1
  ?	nt
- CSc1ccc(CN(C)CCc2ccccn2)cc1
  -17%	-15
- CCOC(=O)c1ccc2c(c1)[n+](CC)c(C)n2-c1ccccc1
  3%	-3
- O=C(Cc1cccc(NC(=O)C2CCN(C(=O)C3CCCCC3)CC2)c1)Nc1cccc(C(=O)N2CCCC2)c1
  12%	5
- COc1ccccc1CCN=C(N)NS(=O)(=O)c1ccccc1
  ?	nt
- CC(C)c1cc(C(F)(F)F)n2nc(C(=O)Nc3ccc4c(c3)OCO4)cc2n1
  ?	nt
- Cc1ccc(S(=O)(=O)N2CCCOC2CNC(=O)C(=O)NCCC2=CCCCC2)cc1 (stereo not given)
  ?	nt
- COc1ccc(CCNc2cc(=O)[nH]c(N)n2)cc1
  i	-6
- CN(C)c1cccc2c1C(=O)c1ccccc1C2=O
  ?	nt
- CC(CN1CCC(n2nccc2NC(=O)CCCc2ccccc2)CC1)c1ccccc1 (stereo not given)
  ?	nt

# Arranged by value in S3 lipid droplet cell count max (rising): six from the list above.
structure | S3 lipid droplet cell count max
CSc1ccc(CN(C)CCc2ccccn2)cc1 | -15
COc1ccc(CCNc2cc(=O)[nH]c(N)n2)cc1 | -6
CCOC(=O)c1ccc2c(c1)[n+](CC)c(C)n2-c1ccccc1 | -3
c1ccc(C2NCCc3ccccc32)cc1 (stereo not given) | 2
Cn1nnnc1SCCNCc1cccnc1 | 4
O=C(Cc1cccc(NC(=O)C2CCN(C(=O)C3CCCCC3)CC2)c1)Nc1cccc(C(=O)N2CCCC2)c1 | 5

# Continued:
# Value order – S3 lipid droplet	S3 lipid droplet cell count max
- COC(=O)C(NC(=O)CSc1nc(N)cc(=O)[nH]1)c1ccccc1 (stereo not given)
  -23%[9.22 µM]	-26
- COc1cc(C(C)=O)ccc1OCC(=O)Nc1ccc(C)c(S(=O)(=O)N2CCCCCC2)c1
  -14%	-12
- Cc1cccc(N2C(=O)c3ccc(Br)cc3C2=O)n1
  ?	nt
- CCCCOC(=O)Nc1cc(Cl)ccc1C
  i	-14
- COc1ccc(NC(=O)CN(C)CC(=O)c2[nH]c(C)c(C(C)=O)c2C)cc1
  ?	nt
- Cc1cc(=O)oc2cc(OCC(=O)NC3CC(C)(C)NC(C)(C)C3)ccc12
  -9%	18
- Cc1ccc(O)c(N=Cc2cc(Cc3ccccc3)cc([N+](=O)[O-])c2O)c1
  -12%	10
- Cc1ccc(-c2csc(N=C(N)N)n2)c(C)c1
  ?	nt
- CCCOc1ccc(C(NC(=O)CC(C)C)NC(=O)CC(C)C)cc1OC
  -6%	3
- Cc1ccc(SC(C)C(=O)NC2CC2)cc1 (stereo not given)
  0%	nt
- Clc1ccc(-c2nc(C3CCCCC3)no2)cc1
  ?	nt
- CCOc1ccccc1NC(=O)CCS(=O)(=O)c1ccc2c(c1)CCN2C(C)=O
  ?	nt
- CN(C)S(=O)(=O)c1cccc(NC(=O)COC(=O)CCOc2ccccc2)c1
  ?	nt
- CCCNC(=O)CSc1nc2ccccc2c(=O)n1CCC
  ?	nt
- O=C(C1CC1)N1CCc2cc(Br)cc(S(=O)(=O)NCCN3CCOCC3)c21
  ?	nt

# Further compounds:
Compound	S3 lipid droplet	S3 lipid droplet cell count max
Clc1ccc(-c2ccnc(-n3cccc3)n2)s1	?	nt
CCCCc1ccc(NC(=O)c2ccc(NS(C)(=O)=O)cc2)cc1	?	nt
COc1ccc(/C=C/C(=O)c2ccc(Cl)s2)cc1O	?	nt
Cc1nn(C)c(C)c1N1C(=O)c2cccc3c(Br)ccc(c23)C1=O	-29%	3
COc1ccccc1NC(=O)NNC(=O)c1ccc2ccccc2c1	?	nt
COc1cc(C(=O)Nc2ccc3c(c2)OCO3)c([N+](=O)[O-])cc1OC	-7%	-11
CCOc1ccc(NC(=O)CNC(=O)c2cn(-c3ccccc3OC)c(=O)c3ccccc23)cc1	?	nt
CC1(C)CC(O)C(CCC(O)c2ccccc2)C(C)(C)N1 (stereo not given)	?	nt
CCOc1ccc(C(C)NC(=S)NCc2ccc(F)cc2)cc1 (stereo not given)	?	nt
O=C(Nc1ccccc1)c1ccccc1NC(=O)C1CCCCC1	2%	28
Cc1cccc(C(=O)N(Cc2cccs2)C2CCS(=O)(=O)C2)c1 (stereo not given)	?	nt
O=C1C(=Cc2cccs2)C(=O)c2ccccc21	18µM*	-7.6*
Cc1ccc(NC(=O)c2ccncc2)cc1[N+](=O)[O-]	?	nt
Cc1[nH]c2ccccc2c1C(O)CN1CCC2(CC1)OCCO2 (stereo not given)	0%	2
O=C(N/N=C/C=C/c1ccccc1[N+](=O)[O-])c1cccs1	-4%	-21
CCN(CC)CC#CCC(O)(c1ccccc1)c1ccc(Br)cc1 (stereo not given)	8%	15
O=C(CN1CC[n+]2c(-c3ccccc3)csc21)c1ccc(Br)cc1	?	nt
CCCN(CCC)CCNc1c(NC2CCN(C(=O)OCC)CC2)c(=O)c1=O	?	nt
Cc1nnsc1C(=O)NC(C)C12CC3CC(CC(C3)C1)C2 (stereo not given)	15%	-27
NS(=O)(=O)c1ccc(CCNC(=O)C(=O)c2cn(CC(=O)N3CCOCC3)c3ccccc23)cc1	-18%	-9
Cc1ccc(Cl)cc1N1CCN(C(=O)C2CCN(S(=O)(=O)c3cccnc3)CC2)CC1	?	nt
CN1C(=O)CC(C(=O)O)SC1=Nc1cc(Cl)c(O)c(Cl)c1 (stereo not given)	i	-19
O=C(COc1ccc([N+](=O)[O-])cc1Cl)NCCc1ccccc1	?	nt
N#Cc1cccc(NC(=O)CC2CCCCC2)c1	?	nt
Cc1cc(C)[n+](C)n1CC(O)Cn1c2ccccc2c2ccccc21 (stereo not given)	?	nt
COc1ccc(NC(=S)NC2CCCCC2)cn1	?	nt
Cc1cc(C)nc(/N=C(/NC(=O)Nc2ccc(Cl)c(Cl)c2)Nc2cccc(Cl)c2)n1	17%	14
COc1ccc(CC(=O)NC2CCSc3ccccc32)cc1OC (stereo not given)	?	nt
c1ccc(-c2nc(-c3ccncc3)n[nH]2)nc1	5%	1
O=C(OCCc1cc2ccccc2c(=O)o1)c1ccc2c(c1)OCO2	?	nt
CCOC(=O)C1CCN(c2ncnc3c2oc2ccc(Cl)cc23)CC1	?	nt
COC(=O)c1cc(NC(=S)N2CCN(c3ccccn3)CC2)cc(C(=O)OC)c1	?	nt
CCOC(=O)C1=C(CNCCc2ccc(Cl)cc2)NC(=O)NC1c1ccc2c(c1)OCO2 (stereo not given)	?	nt
Cc1ccc(S(=O)(=O)/N=C(/c2ccc(F)cc2)N(C)C)cc1	4%	11
CONC(=O)c1cc(OCC(F)(F)F)ccc1OCC(F)(F)F	18%	-2
Cc1ccc(S(=O)(=O)N2CCC(C(=O)Nc3ccc4c(c3)OCO4)CC2)cc1	?	nt
Cc1cc(C)nc(Nc2cccc3ccccc23)n1	?	nt
CCOC(=O)c1sc(NC(=O)C(CC)Sc2nnc3c4ccccc4n(CC)c3n2)nc1C (stereo not given)	?	nt
CC(C)CNC(=O)NC(=O)COC(=O)c1cccc(NS(=O)(=O)c2ccc(F)c(F)c2)c1	0%	-13
COc1ccc(CNC(=O)CN2C(=O)COc3ccc(S(=O)(=O)N4CCC(C)CC4)cc32)cc1	i	25
COc1ccccc1-n1c(SCC(=O)OC(C)C)nc2cccnc21	11%	4
Cc1ccc(NC(=O)CSc2nnc(-c3ccccn3)n2N)cc1F	?	nt
CN(C(=O)COC(=O)c1cc([N+](=O)[O-])ccc1Sc1ccccc1)C1CCS(=O)(=O)C1 (stereo not given)	4%	10
Cn1nc(C(C)(C)C)cc1C(=O)NNC(=O)c1ccc(C(F)(F)F)cc1	-4%	4
COc1ccc(CNC(=O)Cn2ncn3cccc3c2=O)cc1	?	nt
Cc1cc(/C=N\NC(=O)COc2cccc3cccnc23)c(C)n1-c1ccc(Br)cc1	?	nt
CC(=O)c1ccc(OCCCC(=O)Nc2ccc(C)c(S(=O)(=O)N(C)C)c2)cc1	?	nt
O=C(O)c1ccc(N/N=C/c2ccc(-c3ccc(Br)cc3)o2)cc1	?	nt
CCn1c(/C=C/c2ccccc2[N+](=O)[O-])nc2ccccc2c1=O	?	nt
CC1CCCC(NC(=O)COC(=O)c2ccccc2NC(=O)c2ccco2)C1C (stereo not given)	?	nt
C/C(=N\Nc1c(Cl)c(Cl)nc(C(=O)O)c1Cl)c1ccc(O)cc1	i	10
Cc1ccc(C(=O)O)cc1S(=O)(=O)NCC1CCCO1 (stereo not given)	?	nt
CN1CCN(C(=O)/C=C/c2ccc(C#N)cc2)CC1	-11%	-1
C/C(=C/C#N)Nc1ccc(C)cc1	i	-19
COC(=O)[C@H](CCSC)NC(=O)Nc1ccc(OC)cc1	?	nt
CC(=O)c1ccc(NC(=O)CSc2nc3nc(C)cc(C)n3n2)cc1	5%	-1

# Part of the list above in another layout.
structure: C/C(=N\Nc1c(Cl)c(Cl)nc(C(=O)O)c1Cl)c1ccc(O)cc1
  S3 lipid droplet: i
  S3 lipid droplet cell count max: 10

structure: Cc1ccc(C(=O)O)cc1S(=O)(=O)NCC1CCCO1 (stereo not given)
  S3 lipid droplet: ?
  S3 lipid droplet cell count max: nt

structure: CN1CCN(C(=O)/C=C/c2ccc(C#N)cc2)CC1
  S3 lipid droplet: -11%
  S3 lipid droplet cell count max: -1

structure: C/C(=C/C#N)Nc1ccc(C)cc1
  S3 lipid droplet: i
  S3 lipid droplet cell count max: -19
